# Compound activity: PubChem, several laboratories
# PPC-1+TRAIL kill – PPC-1 cancer cell killing with TRAIL present | cell killing (% activity), % at 4 µM | 0.41% of 220,000 active | PPC-1 cells + TRAIL, ATPLite viability luminescence;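 active means cell killing above 50% in the first pass at 4 µM, then a duplicate retest at 5 µM averaging 50% or more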;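 further: plate controls were cells with TRAIL plus DMSO for no effect and medium-only wells lacking cells for full effect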
# TNF death inh – blocks TNF-alpha induced death of Jurkat FADD-/- cells. AID 463075. activation (protection from cell death), % at 10 µM. Jurkat FADD-/- TNF necroptosis rescue, ATP luminescence, 24 h; 0 = TNF only, 100 = no-TNF cells. 0.068% of 220,000 active;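 active means activation, meaning protection from cell death, of at least 50% relative to plate controls; inactive means activation below 50%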;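 further: necroptosis triggered by 40 ng/mL TNF-alpha added together with compound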
# zfTRPN1 agonist – agonists of zebrafish TRPN1 channel. 0.18% of 220,000 active. activation, % at 3 µM. HEK293 zebrafish TRPN1-YFP, Fluo-8 calcium fluorescence; 100% = response to 87 µM carbachol. AID 1424;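 active means activation above its plate's cutoff, the mean activation of test wells on that plate plus 3 SD, cut at about 19% in these data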;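 further: 0% = DMSO alone and 100% = 87 µM carbachol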
#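 Assay system: Zebrafish TRPN1-YFP in HEK293 cells | Incubation: Dye loading 1 h at 37 °C, then 30 min room temperature | Measured by: Kinetic Fluo-8 fluorescence, ex 470-495, em 515-575 nm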
# Ba/F3 V617F tox – loss of viability in JAK2V617F-driven Ba/F3 cells; Ba/F3 EpoR-JAK2V617F viability, ATP luminescence; inhibition, % at 5.6 µM; 1.1% of 220,000 active; AID 1446;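 active means inhibition above the campaign mean plus 3 SD over all tested compounds, cut at about 24% in these data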;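 further: cytokine-independent growth of Ba/F3 cells driven by EpoR plus mutant JAK2; 0% = DMSO-treated cells and 100% = JAK inhibitor I control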
# TRPML3 ag – human mucolipin-3 channel agonism; HEK293 TRPML3-YFP, Fluo-8 calcium fluorescence; 100% = the carbachol control signal; activation, % at 3 µM; 0.29% of 220,000 active; AID 1448; Q8TDD5;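 active means activation above its plate's cutoff, the mean activation of the plate's test wells plus 3 SD, cut at about 12% in these data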;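 further: 0% = DMSO only wells and 100% = carbachol wells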
# Target sequence (Q8TDD5 whole entry, looked up): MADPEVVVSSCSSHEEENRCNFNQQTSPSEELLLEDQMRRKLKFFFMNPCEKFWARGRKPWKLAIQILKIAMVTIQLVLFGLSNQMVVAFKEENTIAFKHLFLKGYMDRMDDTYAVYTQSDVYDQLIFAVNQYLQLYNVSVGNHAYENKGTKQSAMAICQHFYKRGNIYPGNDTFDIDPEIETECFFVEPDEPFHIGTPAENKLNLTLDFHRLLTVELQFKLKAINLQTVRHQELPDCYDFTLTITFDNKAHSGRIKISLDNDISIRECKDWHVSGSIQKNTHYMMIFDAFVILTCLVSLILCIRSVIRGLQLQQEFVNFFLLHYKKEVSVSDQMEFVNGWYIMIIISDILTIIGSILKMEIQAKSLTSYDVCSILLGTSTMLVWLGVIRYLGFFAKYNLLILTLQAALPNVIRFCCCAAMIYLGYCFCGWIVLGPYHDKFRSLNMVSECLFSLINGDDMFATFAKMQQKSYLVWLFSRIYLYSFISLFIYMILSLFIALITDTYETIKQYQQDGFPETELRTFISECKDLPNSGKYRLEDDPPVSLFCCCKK
#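 system = HEK293 cells stably carrying human TRPML3-YFP | doses = one concentration, 3 µM nominal, 0.3% DMSO | timing = dye loading 1 h 37 °C then 30 min ambient, 125 s read | detection = Fluo-8 calcium dye fluorescence, ex 470-495, em 515-575 nm | benchmarks = high control carbachol 87 µM, low control DMSO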
# BaF3 parental – parental Ba/F3 viability inhibition as JAK2V617F counter-screen; AID 1486; 1.1% of 220,000 active; inhibition, % at 5.6 µM; CellTiter-Glo ATP luminescence;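 active means inhibition above a per-campaign cutoff, the mean inhibition of all tested compounds plus 3 SD, cut at about 27% in these data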;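 further: 0% = DMSO wells and 100% = JAK Inhibitor I control wells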
# Wee1 stabilizer – inhibitors of human Wee1 degradation; P30291; HeLa Luc-Wee1K328M stability, luciferase luminescence; 100% = proteasome inhibitor MG132 effect; reporter increase, % at 5 µM; 1.2% of 220,000 active;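 active means activation above the mean of all tested compounds plus 3 SD, set per screening run, cut at about 8.8% in these data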;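 further: cells exposed to compound for 20 h before luminescence read; 0% = DMSO alone and 100% = MG132 at 30 µM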
# RBBP9 inhibitor – blocks human serine hydrolase RBBP9. recombinant RBBP9, FP-Rh probe fluorescence polarization. inhibition, % at 7.94 µM. 0.2% of 220,000 active. AID 1515;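 active means inhibition above the campaign mean of all tested compounds plus 3 SD, cut at about 14% in these data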;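 further: plate controls were DMSO wells with RBBP9 for no effect and wells lacking RBBP9 protein for full effect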
# Target sequence (O75884 whole entry, looked up): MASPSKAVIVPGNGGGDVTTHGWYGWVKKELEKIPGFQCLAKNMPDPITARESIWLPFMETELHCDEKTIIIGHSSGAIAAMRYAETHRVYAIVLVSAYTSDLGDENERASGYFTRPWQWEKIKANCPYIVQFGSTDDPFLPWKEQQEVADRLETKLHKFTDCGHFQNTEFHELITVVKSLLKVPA
#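 System: RBBP9 protein / Buffer or medium: Tris/NaCl buffer pH 8.0 with 0.1% Pluronic / Probe or stimulus: Serine-hydrolase probe FP-Rh, 375 nM pre-mixing / Dosing: 7.94 µM single dose, 0.794% DMSO / Times: enzyme-compound preincubation 30 min, then probe labeling 45 min, 25 °C / Technique: fluorescence polarization (mP), excitation 525 nm, emission 598 nm / Replication: singlicate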
# CHOP inh – blocks CHOP induction under ER stress; 3.8% of 220,000 active; inhibition, % at 10 µM; CHO-K1 CHOP-promoter luciferase, tunicamycin-induced, 15-18 h; AID 2732;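 active means compounds that reduced the stress-induced luciferase reporter signal by more than about 70% of percent inhibition, limit read from the data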;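 further: 0% = tunicamycin plus vehicle and 100% = wells without tunicamycin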
# The depositor's hits bear a star; . = no result given.
SMILES,PPC-1+TRAIL kill,TNF death inh,zfTRPN1 agonist,Ba/F3 V617F tox,TRPML3 ag,BaF3 parental,Wee1 stabilizer,RBBP9 inhibitor,CHOP inh
O=c1c2ccccc2c(/C=N/c2ncn[nH]2)c(O)n1Cc1ccccc1,0,2.7,1.7,3,0.3,4,0,-8,16
O=C(CCCCCN1C(=O)c2ccccc2C1=O)NCc1ccco1,0,0.5,0.6,0,0.0,1,0,0,30
CCOC(=O)c1nnn(-c2nonc2N)c1CN(CC)c1ccccc1,6,-0.6,-0.5,-1,-0.2,10,-2,-3,59
Cc1cccc(C)c1OCC(=O)N(Cc1cccs1)C1CCS(=O)(=O)C1 (stereo not given),23,2.4,0.9,5,-0.1,1,-3,10,-9
Fc1ccc(-n2cc(-c3ccccc3)c3c(NN4CCOCC4)ncnc32)cc1,12,1.9,1.5,-3,0.8,-1,-2,1,9
Cn1c(=O)oc2cc(S(=O)(=O)NC3CCCCCCC3)ccc21,6,-1.3,3.5,-2,0.5,2,-2,-6,46
CC(C)C(c1nnnn1C1CCCC1)N1CCN(C(=O)c2ccco2)CC1 (stereo not given),-8,1.9,0.9,-2,0.6,0,0,-6,-10
O=C(/C=C\Nc1cccc(F)c1)c1cccs1,31,-4.9,0.5,0,0.8,1,4,-9,45
CCn1c(SCCC(=O)O)nnc1-c1cccnc1,24,2.0,0.0,-2,0.8,2,0,-2,11
COc1ccc(C(C#N)Nc2ccc(C)cc2)cc1 (stereo not given),8,-2.9,-0.4,0,0.9,2,-3,-4,-7
Cc1cccc(NC(=S)NNC(=O)c2ccccc2OC(F)F)c1,22,-1.3,-0.4,2,0.7,2,2,3,-14
COCC(=O)Nc1ccccc1NC(C)=O,26,-1.6,0.2,-4,1.4,3,2,-7,59
O=C(NCCCN1CCOCC1)c1ccc(Sc2ccc(F)cc2)c([N+](=O)[O-])c1,1,0.7,0.6,-3,0.8,2,4,-4,31
CC1=CC(=O)C(C(C)C)=CC1=NC(=O)c1ccc(C)cc1,29,2.8,-1.0,-3,1.5,-1,1,-1,107*
O=C(N/C(=C\c1cn(-c2ccccc2)nc1-c1ccccc1)C(=O)N1CCOCC1)c1ccccc1,17,-1.1,-0.6,0,0.2,5,4,-5,22
O=C(Nc1ccccc1-c1ccccc1)C12CC3CC(CC(C3)C1)C2,2,-5.9,0.4,3,-1.3,5,1,-4,-32
COC(=O)N/N=C/c1cc([N+](=O)[O-])cc(Br)c1O,15,1.4,1.6,-1,0.5,-1,6,-6,-7
CC(Sc1nnnn1-c1ccccc1)C(=O)Nc1ccccc1-c1ccccc1 (stereo not given),10,0.7,-2.0,1,-0.6,1,-1,-6,21
C=CCc1ccc(OCCCOc2ccc(C)cc2OC)c(OC)c1,36,-2.1,-0.4,1,1.4,4,1,-2,39
Cn1c(N)c(C(=O)c2ccccc2)c(=O)n(C)c1=O,3,0.1,-0.6,-2,0.6,1,1,5,-4
CC(C)(C)C(=O)Nc1ccc(C(=O)N/N=C/C2CC3C=CC2C3)cc1 (stereo not given),11,2.3,0.7,-4,1.2,1,3,-5,13
CCOC(=O)C1=C(C)N(c2ccc(OCC)cc2)C(=O)/C1=C\c1ccco1,.,0.6,0.9,0,0.7,7,1,-1,-28
CCOc1cc(N2CCOCC2)c(OCC)cc1NC(=O)C(C)C,10,-0.4,0.6,-2,0.9,-7,4,-1,-12
CCn1c(=NC(=O)CSC(C)=O)sc2cc(F)ccc21,10,-0.8,-0.3,2,0.2,4,0,-1,9
C(=N\Nc1nc(N2CCOCC2)nc(N2CCOCC2)n1)/c1ccncc1,22,0.5,1.1,-1,0.6,6,1,6,-6
Nc1nc2sc3c(c2c(=O)s1)CCCC3,6,-1.5,-1.0,0,-1.2,7,0,-8,-18
C/C(=N\NC(=O)COc1ccc(C#N)cc1)c1ccc(N2CCOCC2)cc1,8,1.6,0.2,2,-0.3,4,5,-11,14
CC1CC1C(=O)Nc1nc(-c2ccccn2)cs1 (stereo not given),-5,-3.3,1.5,-4,0.6,0,-2,-9,-162
C#CC1(O)CC(C)N(C)C(C)C1 (stereo not given),4,-2.1,0.5,0,0.5,2,-1,-10,-5
CC1CCN(c2ccc(NC(=O)c3cccnc3Cl)cc2)CC1,.,0.3,-1.2,1,0.0,6,1,-2,17
Cc1ccc(N(CC(=O)N2CCOCC2)S(C)(=O)=O)cc1C,-24,0.7,-0.4,-1,0.1,5,-1,-6,36
CCOC(=O)C1(CCSC)NC(c2ccco2)C2C(=O)N(C)C(=O)C21 (stereo not given),9,-0.1,0.1,-2,0.6,0,-5,5,-5
N#Cc1cnc(NOCc2ccc(Cl)cc2)nc1,11,8.7,-0.1,-2,0.6,5,-2,3,24
O=C(O)c1cc2nc(-c3cccs3)cc(C(F)(F)F)n2n1,5,1.5,0.3,-1,0.9,10,-2,4,-4
Cc1occc1C(=O)NC(C)CCc1ccccc1 (stereo not given),1,-3.4,-1.6,0,-0.3,3,1,0,37
COc1cccc(/C=N/NC(=O)c2cnccn2)c1OC,-16,-1.3,1.8,-1,0.0,-1,4,7,-12
O=C(Nc1ccc(-c2nnc(-c3ccccc3)o2)cc1)C1CCCO1 (stereo not given),2,-0.8,1.3,-2,0.5,4,4,7,1
CC(C)C1C(C#N)=C(N)Oc2n[nH]c(C(C)(C)C)c21 (stereo not given),-2,-0.8,0.9,-2,-0.3,-2,-1,-3,26
c1ccc(-c2cc(-c3ccc(N4CCOCC4)cc3)nc3ccccc23)cc1,-1,1.5,-0.4,-2,-0.4,3,-1,-1,2
Cc1ccc2[nH]c(=O)c(CC=C(Cl)Cl)c(C)c2c1,19,-1.4,-1.3,0,1.0,6,-1,-6,53
CSc1nc2c(c(=O)n1-c1ccccc1)SCC2,-2,-0.8,1.0,-3,-0.6,1,-2,-8,45
CCCOc1ccc(/C(O)=C2/C(=O)C(=O)N(CCCn3ccnc3)C2c2ccc(C)o2)cc1 (stereo not given),19,0.5,0.1,-4,0.5,2,9.7*,-2,-3
COc1nn(CC(=O)N2N=C(C(F)F)CC2(O)C(F)F)cc1[N+](=O)[O-] (stereo not given),6,-1.5,-1.5,-2,0.9,1,0,-4,-15
CCCC1CCC(=NNC(=O)CNc2ccc(OC)cc2)CC1 (stereo not given),27,-1.4,-0.8,0,0.7,4,-2,-5,1
COc1cc(C(=O)Nc2ccc3c(c2)CCN3C(C)=O)cc(OC)c1OC,16,-7.5,-0.8,78*,1.0,79*,3,-8,9
O=c1[nH]c2ccccc2c(O)c1-[n+]1ccccc1,2,2.8,1.2,-2,0.6,1,-1,-6,-13
COC(=O)c1cc(NC(=O)CSc2nnc(CN3CCOCC3)n2C)ccc1Cl,19,-1.1,-0.6,-5,-0.3,-1,3,-2,-4
COc1ccc(C(=O)NN2C(=O)C3C(c4ccccc4)C=CC(c4ccccc4)C3C2=O)cc1 (stereo not given),28,-0.1,-0.1,1,-0.3,9,0,-6,33
Cc1ccccc1-c1ccc(C=Nc2c(C)n(C)n(-c3ccccc3)c2=O)o1,15,-3.8,-1.4,-4,0.0,0,0,-4,30
Cc1ccc(CNC(=O)CN2CCN(Cc3ccc(C)cc3)C2=O)cc1,12,-0.6,-1.4,-2,-0.4,5,-1,-2,12
COc1ccc(/C=C/C(=O)Nc2sc3c(c2C(=O)NCc2cccnc2)CCCC3)cc1,-2,-6.3,-0.4,0,0.0,6,1,-6,81*
S=C(NCc1ccc2c(c1)OCO2)Nc1ccc(-c2nc3ccccc3[nH]2)cc1,8,2.9,1.5,3,0.3,5,0,-29,29
Cn1c(N)c(C(=O)COC(=O)CCc2nc3ccccc3s2)c(=O)n(C)c1=O,-3,-4.4,0.3,-2,0.8,4,-3,-10,26
CCOC(=O)c1cnc(SCc2nc(N)nc(Nc3ccccc3OC)n2)nc1N,-11,1.3,0.8,-2,-0.2,1,2,3,12
Clc1ccc(OCCCCCN2CCCC2)c(Br)c1,39,5.1,2.1,-5,1.5,6,3,-8,27
COc1ccc(-c2nn(-c3ccccc3)cc2N)cc1,15,1.6,0.8,2,0.5,7,-2,-3,8
NNC(=O)c1nc[nH]c1C(=O)Nc1ccccn1,13,-2.5,-0.4,5,0.7,9,1,3,0
COc1ccc(-c2csc(-c3ccccc3)n2)c(OC)c1,-1,-0.5,0.0,4,0.9,8,-1,-9,-36
COc1ccccc1CNC(=O)Cc1ccc(C)cc1,2,1.6,-1.8,0,-0.2,1,0,-7,0
O=Cc1cn(CC(=O)Nc2ccc(F)cc2)c2ccccc12,23,-0.1,6.7,-5,3.2,1,1,3,21

# Carrying on:
SMILES,PPC-1+TRAIL kill,TNF death inh,zfTRPN1 agonist,Ba/F3 V617F tox,TRPML3 ag,BaF3 parental,Wee1 stabilizer,RBBP9 inhibitor,CHOP inh
c1ccc2c(c1)Sc1ccccc1-n1cnnc1-2,30,-2.6,-1.7,-6,-0.9,3,2,1,-8
S=c1[nH]nc(CCSCc2ccccc2)n1-c1ccccc1,8,-1.5,0.0,1,0.1,7,-2,0,1
NNc1nc2ccc(Cl)cc2s1,12,-0.4,-0.3,0,0.2,1,-1,-1,-14
COc1cc(/C=C(\C#N)c2ccccn2)ccc1OCc1ccccc1,10,4.1,-0.2,0,-0.2,4,1,-9,11
COc1ccc(-n2c(C)c(C(C)=O)c(C(C)=O)c2C)cc1,13,0.3,-0.7,-4,-0.3,0,0,2,6
O=C(Cc1ccccc1)N[C@@H](Cc1ccccc1)C(=O)O,6,0.9,0.6,-3,0.1,0,-2,-5,17
CC(C)=C1C2CCC1C1C(=O)N(c3nc(-c4ccc(C(C)C)cc4)c(C)s3)C(=O)C21 (stereo not given),-2,-1.8,-1.2,-3,1.4,-2,-4,-3,4
Cc1ccccc1CSc1nnc(C)c(=O)[nH]1,-2,1.6,-0.2,-2,0.6,-1,0,-2,-24
CCCN1C(=O)c2cc(C(=O)NC3CCCCCC3)ccc2C1O (stereo not given),19,3.8,1.9,1,0.2,4,1,-6,-6
